Screens deposited in PubChem BioAssay by Sanford-Burnham Center for Chemical Genomics.
hIAP activ: human IAP activators, primary screen, biochemical, luminescence, uHTS; activation factor at 10 µM; purified human IAP, CDP-Star luminescence, 30 min; active compounds read high; 1 = vehicle-only enzyme, 0 = enzyme-free background; Intestinal-type alkaline phosphatase (Homo sapiens), P09923; 330,000 compounds, 0.16% hits;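 active = activation factor of the enzyme at least 2-fold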; also: the source names both 10 and 20 µM as test concentration; values of inactives mirror those of a sister screen read the other way
Target sequence (P09923 whole entry, looked up): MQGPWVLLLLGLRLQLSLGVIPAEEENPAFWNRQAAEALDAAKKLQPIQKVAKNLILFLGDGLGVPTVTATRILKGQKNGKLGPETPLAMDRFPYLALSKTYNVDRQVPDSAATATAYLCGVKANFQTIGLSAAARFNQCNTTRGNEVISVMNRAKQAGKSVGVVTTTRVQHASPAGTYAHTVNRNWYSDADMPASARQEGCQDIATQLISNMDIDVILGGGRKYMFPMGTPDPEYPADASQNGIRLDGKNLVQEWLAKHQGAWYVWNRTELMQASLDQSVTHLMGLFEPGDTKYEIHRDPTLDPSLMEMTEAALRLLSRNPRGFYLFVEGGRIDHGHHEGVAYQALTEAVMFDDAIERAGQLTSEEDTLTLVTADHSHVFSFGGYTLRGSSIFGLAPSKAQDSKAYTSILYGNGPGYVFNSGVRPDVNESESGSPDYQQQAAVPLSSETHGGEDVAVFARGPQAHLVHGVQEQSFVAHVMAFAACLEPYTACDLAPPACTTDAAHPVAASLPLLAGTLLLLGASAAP
mIAP inh: inhibitors of mouse IAP, primary screen, biochemical, luminescence, uHTS; intestinal alkaline phosphatase [Mus musculus]; purified mouse IAP, CDP-Star luminescence, 30 min; inhibition, % at 10 µM; 330,000 compounds, 0.2% hits; AID 2806, 2010;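 active = inhibition of at least 40% at 10 µM in the primary screen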;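 also: plate controls were DMSO with enzyme for no effect and no enzyme wells for full effect; values of inactives mirror those of a sister screen read the other way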
hIAP inh: human IAP inhibitors, primary screen, biochemical, luminescence, uHTS; 330,000 compounds, 0.12% hits; inhibition, % at 10 µM; AID 2544, 2010; purified IAP, CDP-Star luminescence, 30 min;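 active = inhibition reaching a set limit with compound at 10 µM in the primary screen, cut at about 35% in these data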;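 also: plate controls were DMSO wells with enzyme for no effect and no-enzyme buffer wells for full effect; values of inactives mirror those of a sister screen read the other way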
Apaf1 inhib: inhibitors of human Apaf-1 apoptosome, primary screen, biochemical, DEVD-Rh110 fluorescence, uHTS | Apoptotic protease-activating factor 1 (Homo sapiens), O14727 | reconstituted apoptosome caspase-3 activity | inhibition, % at 20 µM | 330,000 compounds, 0.71% hits; active = inhibition of at least 40% at 20 µM;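 also: plate controls were DMSO wells for no effect and DEVD-CHO caspase inhibitor wells for full effect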
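Medium: Hepes buffer, pH 7.5 / System: biochemical Apaf-1 apoptosome reconstitution / Measured by: Rh110 fluorescence, excitation 480 nm, emission 540 nm / Times: compound with Apaf-1, dATP, procaspase-3 30 min, then 50 min reaction, room temperature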
ATG4B inhibitor: ATG4B protease inhibitors, primary screen, biochemical, fluorescence, uHTS; Cysteine protease ATG4B (Homo sapiens), Q9Y4P1; ATG4B cleavage of LC3-PLA2, NBD-HPC fluorescence, 1 h; inhibition, % at 8.33 µM; 340,000 compounds, 0.51% hits; AID 504462, 2011; in the data active = inhibition above about 40%
Target sequence (Q9Y4P1 whole entry, looked up): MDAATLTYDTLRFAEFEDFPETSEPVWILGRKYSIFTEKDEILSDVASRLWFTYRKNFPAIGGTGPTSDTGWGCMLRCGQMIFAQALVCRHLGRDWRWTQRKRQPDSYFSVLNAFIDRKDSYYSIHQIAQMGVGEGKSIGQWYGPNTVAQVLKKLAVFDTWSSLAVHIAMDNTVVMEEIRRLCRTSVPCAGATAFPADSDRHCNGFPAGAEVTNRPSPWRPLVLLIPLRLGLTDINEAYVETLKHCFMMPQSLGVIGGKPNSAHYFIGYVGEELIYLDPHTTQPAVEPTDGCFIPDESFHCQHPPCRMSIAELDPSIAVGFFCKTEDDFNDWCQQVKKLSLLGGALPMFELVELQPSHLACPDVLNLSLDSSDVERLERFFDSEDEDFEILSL
TIM10 inh: growth inhibitors of isogenic TIM10 control yeast, primary screen, counter-screen for tim10-1 yeast inhibitor project, luminescence, uHTS; inhibition, % at 10 µM; AID 463195, 2010; S. cerevisiae TIM10 strain growth, BacTiter-Glo luminescence, 24 h; 330,000 compounds, 1.4% hits;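 active = inhibition of 40% or more at the single tested concentration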;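 also: wild-type TIM10 isogenic control strain grown at permissive 25 °C; 0% = DMSO yeast wells and 100% = minimal medium wells without yeast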
mIAP act: activators of mouse IAP, primary screen, biochemical, luminescence, uHTS. intestinal alkaline phosphatase [Mus musculus]. muIAP, CDP-Star luminescence, 30 min; active compounds read high; 1 = vehicle-only enzyme signal, 0 = enzyme-free wells. activation factor at 10 µM. 330,000 compounds, 0.24% hits;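 active = activation factor of at least 2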; also: the source names both 10 and 20 µM as test concentration; values of inactives mirror those of a sister screen read the other way
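Assay system: mouse IAP enzyme / Compound: DMSO-dissolved test compounds / Timing: 30 min, room temperature / Measured by: luminescence from enzymatic CDP-Star hydrolysis / Control set: DMSO-only wells, enzyme-free buffer wells as negative control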
NLRP3 yeast inh: NALP3 inflammasome inhibitors in reconstituted yeast, primary screen, luminescence, uHTS; 330,000 compounds, 0.39% hits; Yeast reconstituted NLRP3/ASC/caspase-1, beta-gal luminescence, 24 h; inhibition, % at 10 µM;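 active = inhibition of 50% or more; inactive = inhibition below 50%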;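 also: plate controls were induced DMSO wells for no effect and uninduced yeast grown without galactose for full effect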
tim10-1 inh: growth inhibitors of tim10-1 mutant yeast, primary screen, luminescence, uHTS. S. cerevisiae tim10-1 ts strain growth, BacTiter-Glo, 24 h. inhibition, % at 20 µM. 330,000 compounds, 2.2% hits. AID 463190, 2010;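 active = inhibition of at least 40%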;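 also: mutant grown at 25 °C; 0% = DMSO wells with yeast and 100% = wells holding no yeast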
* = called active by the depositor; . = no result given.

SMILES	hIAP activ	mIAP inh	hIAP inh	Apaf1 inhib	ATG4B inhibitor	TIM10 inh	mIAP act	NLRP3 yeast inh	tim10-1 inh
CCCCc1ccc(C2C3=C(CC(C)(C)CC3=O)NC3=C2C(=O)c2ccccc23)cc1 (stereo not given)	0.91	13	9	15	14	9	0.87	18	14
Cc1ccc(CNS(=O)(=O)c2c(C)n(C)c(=O)n(C)c2=O)cc1	1.1	-9	-7	-1	-4	-8	1.1	0	5
COc1ccc(S(=O)(=O)Cc2ccc(C(=O)N3CCOCC3)o2)cc1	1	8	-4	-2	1	10	0.93	13	0
COC(=O)c1ccc(NC(=O)CSc2nc(=O)n3cccc(C)c3n2)cc1	1.1	5	-10	7	5	-9	0.95	-6	-15
Cc1ccc(C)c(NC(=O)CCCCCN2C(=O)[C@@H]3Cc4ccccc4CN3C2=O)c1	1.4	-6	-42	10	4	3	1.1	-2	23
CCOc1ncccc1C(=O)N(CC)CC(=O)Nc1ccc(NC(C)=O)cc1	1.1	-20	-8	6	0	0	1.2	18	-6
CCN1CCN(C(=S)c2ccc(Cl)c(Cl)c2)CC1	0.86	-2	14	-8	-11	-1	1	12	3
O=C(Nc1ccc(OCC(=O)N2CCOCC2)cc1)Nc1cccc2ccccc12	1.1	-37	-5	-31	-7	14	1.4	1	3
CC(C)C[C@H](NC(=O)N1CC(=O)Nc2ccccc21)C(=O)N[C@@H](C(=O)O)c1ccccc1	1	2	0	-6	-5	2	0.98	9	8
Fc1ccc(N2CCN(c3nc(CN4CCOCC4)nc4scc(-c5ccccc5)c34)CC2)cc1	1	-3	-2	41*	-2	40*	1	-5	55*
COc1ccc(CCNC(=O)[C@H](C)N2C(=O)N3CCc4c([nH]c5ccccc45)[C@@]3(C)C2=O)cc1	1	-10	0	9	-5	15	1.1	11	10
COC(=O)Cn1c(C(O)c2ccccc2)nc2ccccc21 (stereo not given)	0.9	4	10	-13	5	6	0.96	7	-18
NS(=O)(=O)c1ccc(CCNC(=O)CSc2nc3ccccc3c(=O)n2CC2CCCO2)cc1 (stereo not given)	1.2	-4	-16	10	-1	9	1	1	10
Cc1ccccc1OCC(=O)NNC(=O)C1CCN(c2ncnc3sc(C)c(C)c23)CC1	1.5	4	-54	13	6	14	0.96	9	14
COc1cccc(C(=O)OC2CCCN(C)C2)c1 (stereo not given)	0.87	0	13	4	2	11	1	6	2
Cc1ccc(C)c(OCC(=O)N/N=C/c2ccsc2)c1	0.97	4	3	8	-15	10	0.96	18	-4
Cc1cccc(-c2nnc(NC(=O)c3ccc(Cl)cc3)o2)c1	1.2	10	-24	14	-7	-16	0.9	30	4
CC(=O)Oc1ccc(C2(C)CC(C)(C)Oc3cc(OC(C)=O)ccc32)c(OC(C)=O)c1 (stereo not given)	1.2	-8	-22	0	-6	12	1.1	18	2
CN(CC(=O)NCCc1ccc(S(N)(=O)=O)cc1)Cc1ccc(Cl)cc1Cl	0.87	-2	13	8	-4	12	1	8	15
O=c1ccc2cc(S(=O)(=O)NCCCc3ccccc3)ccc2[nH]1	1.1	-3	-6	0	-5	-8	1	13	-11
Clc1ccc(OCCSc2nnnn2C2CCCCC2)cc1	1.1	6	-12	65*	0	-1	0.94	5	18
COc1ccccc1S(=O)(=O)Cc1ccc(C(=O)N2CCN(c3ccc(C)cc3)C(C)C2)o1 (stereo not given)	0.87	5	13	14	-18	0	0.95	3	5
Cc1ccc(NC(=O)CN(C)C(=O)C(C)OC(=O)CNC(=O)c2ccc(Cl)c([N+](=O)[O-])c2)cc1 (stereo not given)	0.95	3	5	9	-11	-2	0.97	15	-24
O=C(O)CN1CCCCCC1=O	1	7	-4	-20	-1	10	0.93	10	12
COc1ccc(N2CCN(C(=O)C3Cc4ccccc4CN3C(=O)c3ccco3)CC2)cc1 (stereo not given)	1	6	-4	-7	-6	7	0.94	10	9
Cc1cc(C)n2nc(CC(=O)NCc3ccc(F)cc3)nc2n1	0.99	-11	1	-3	10	-18	1.1	-9	-2
O=S1(=O)Nc2c(ccc3cccnc23)-c2ccccc21	1.5	6	-46	13	-1	48*	0.94	70*	29
CCCC1(C(=O)OCC)NC(c2cc(OC)c(OC)c(OC)c2)C2C(=O)N(CC)C(=O)C21 (stereo not given)	0.9	11	10	4	-4	7	0.89	-4	-8
O=C(NCC1CCN(Cc2ccccc2F)CC1)Nc1ccccc1F	1.1	-30	-7	1	-7	-24	1.3	12	2
CC(C)=CCC/C(C)=C/CNC(=O)C[C@H]1C[C@H](C(=O)N(C(C)C)C(C)C)[C@@]2(C)c3[nH]c4cc(CCC(=O)N(C)C)ccc4c3CCN2C1=O	.	-44	.	32	-5	4	1.4	.	25
Cc1cccc(OCC(=O)NCCNC(=O)c2ccncc2)c1	0.92	2	8	0	4	-9	0.98	4	3
Cc1cc([N+](=O)[O-])nn1CC(=O)Nc1ccc(Cc2ccncc2)cc1	1.1	-5	-12	-1	0	25	1.1	9	6
Cc1ccc(C(=O)c2c[nH]c3c(F)cc(F)cc3c2=O)cc1	0.87	5	13	-1	-5	5	0.95	-1	-2
CCn1cc(C(=O)N2CCN(c3ccccn3)CC2)c(=O)c2cc(S(=O)(=O)N3CCC(C)CC3)ccc21	1.1	4	-5	-1	-6	15	0.96	18	-5
Cc1ccc(OCc2nnc(SCC(=O)N3CCc4ccccc43)n2C)cc1	0.88	9	12	-6	-15	8	0.91	6	2
CCOc1cc(C2C(C(=O)c3ccco3)=C(O)C(=O)N2Cc2ccccc2)ccc1O (stereo not given)	0.93	-3	7	4	-3	-8	1	-3	-2
Cc1ccc(OCc2ccc(C(=O)O)o2)cc1C	1.1	-4	-7	11	-5	-11	1	1	13
O=C(N/N=C/c1ccc(N2CCOCC2)o1)c1ccccc1[N+](=O)[O-]	0.93	-14	7	5	4	4	1.1	-5	0
COc1ccc(C(=O)COC(=O)CN2CC(=O)Oc3ccccc32)cc1Br	1.6	4	-55	-1	-4	15	0.96	8	32
C=C1CCN([C@H](C(=O)NCc2ccco2)C(C)C)S(=O)(=O)c2ccccc21	1	-4	0	2	5	-1	1	3	-1
N#Cc1ccccc1NC(=O)CN1C(=O)NC2(CCCC2)C1=O	1	2	-2	-9	1	9	0.97	17	-25
Cc1ccc(N(C(=O)c2csnn2)C(C(=O)NC2CCCCC2)c2ccncc2)c(C)c1 (stereo not given)	0.84	5	16	4	9	-3	0.95	12	7
S=C(NCCCc1ccccc1)NCc1ccccc1	1.1	-32	-13	-2	29	13	1.3	25	26
CC(O)c1cccc(NC(=O)C2CCCCC2)c1 (stereo not given)	1.1	2	-5	-1	-3	1	0.98	4	-6
Cc1nn(Cc2noc(C(=O)NCc3ccccn3)n2)c(C)c1Br	1.3	5	-30	-11	-1	-5	0.95	9	23
CCOC(=O)c1nc(C)sc1-c1ccnn1S(=O)(=O)c1ccccc1C(F)(F)F	0.79	5	22	17	3	-25	0.95	26	-55
CC1CCN(S(=O)(=O)c2ccc3c(c2)N(CC(=O)NCCCN2CCCCC2C)C(=O)CS3)CC1 (stereo not given)	1.2	-4	-22	9	4	-6	1	11	22
CN(C(=O)c1ccccc1)c1nc2ccccc2s1	1.1	1	-15	4	0	4	0.99	31	6

A run of entries from further up:
SMILES	hIAP activ	mIAP inh	hIAP inh	Apaf1 inhib	ATG4B inhibitor	TIM10 inh	mIAP act	NLRP3 yeast inh	tim10-1 inh
Cc1cc([N+](=O)[O-])nn1CC(=O)Nc1ccc(Cc2ccncc2)cc1	1.1	-5	-12	-1	0	25	1.1	9	6
Cc1ccc(C(=O)c2c[nH]c3c(F)cc(F)cc3c2=O)cc1	0.87	5	13	-1	-5	5	0.95	-1	-2
CCn1cc(C(=O)N2CCN(c3ccccn3)CC2)c(=O)c2cc(S(=O)(=O)N3CCC(C)CC3)ccc21	1.1	4	-5	-1	-6	15	0.96	18	-5
Cc1ccc(OCc2nnc(SCC(=O)N3CCc4ccccc43)n2C)cc1	0.88	9	12	-6	-15	8	0.91	6	2
CCOc1cc(C2C(C(=O)c3ccco3)=C(O)C(=O)N2Cc2ccccc2)ccc1O (stereo not given)	0.93	-3	7	4	-3	-8	1	-3	-2
Cc1ccc(OCc2ccc(C(=O)O)o2)cc1C	1.1	-4	-7	11	-5	-11	1	1	13
O=C(N/N=C/c1ccc(N2CCOCC2)o1)c1ccccc1[N+](=O)[O-]	0.93	-14	7	5	4	4	1.1	-5	0
COc1ccc(C(=O)COC(=O)CN2CC(=O)Oc3ccccc32)cc1Br	1.6	4	-55	-1	-4	15	0.96	8	32
C=C1CCN([C@H](C(=O)NCc2ccco2)C(C)C)S(=O)(=O)c2ccccc21	1	-4	0	2	5	-1	1	3	-1
N#Cc1ccccc1NC(=O)CN1C(=O)NC2(CCCC2)C1=O	1	2	-2	-9	1	9	0.97	17	-25
Cc1ccc(N(C(=O)c2csnn2)C(C(=O)NC2CCCCC2)c2ccncc2)c(C)c1 (stereo not given)	0.84	5	16	4	9	-3	0.95	12	7
S=C(NCCCc1ccccc1)NCc1ccccc1	1.1	-32	-13	-2	29	13	1.3	25	26
CC(O)c1cccc(NC(=O)C2CCCCC2)c1 (stereo not given)	1.1	2	-5	-1	-3	1	0.98	4	-6
